Screening results (PubChem)
Giardia killer: kills Giardia lamblia; Giardia lamblia trophozoite viability; activity change, % at 7.66 µM, hits read low; actives 0.15% (n = 340,000); AID 540267; in the data active = activity change below about -80%; inconclusive = between about -30% and that limit;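 also: parasites exposed to compound for two days anaerobically before the ATP read; % is scaled to controls: 0 for no effect and ±100 for the full control effect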
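Giardia trophozoites, 100 cells per well, were exposed to compounds for 48 hrs at 37 deg C under anaerobic conditions; viability was then read as ATP content by bioluminescence after 15-30 min at room temperature.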
GALK inh: blocks human galactokinase activity | P51570 | Purified GALK, Kinase-Glo residual ATP luminescence | Potency, µM (titrated, usually from 57.5 µM), for inactives: at the highest dose activity change, negative = inhibition, most hits filed as inhibitors | actives 0.007% (n = 270,000); also: potency is read from the fitted curve at half-maximal effect; % is scaled to controls: 0 for no effect and ±100 for the full control effect
Target sequence (P51570 whole entry, looked up): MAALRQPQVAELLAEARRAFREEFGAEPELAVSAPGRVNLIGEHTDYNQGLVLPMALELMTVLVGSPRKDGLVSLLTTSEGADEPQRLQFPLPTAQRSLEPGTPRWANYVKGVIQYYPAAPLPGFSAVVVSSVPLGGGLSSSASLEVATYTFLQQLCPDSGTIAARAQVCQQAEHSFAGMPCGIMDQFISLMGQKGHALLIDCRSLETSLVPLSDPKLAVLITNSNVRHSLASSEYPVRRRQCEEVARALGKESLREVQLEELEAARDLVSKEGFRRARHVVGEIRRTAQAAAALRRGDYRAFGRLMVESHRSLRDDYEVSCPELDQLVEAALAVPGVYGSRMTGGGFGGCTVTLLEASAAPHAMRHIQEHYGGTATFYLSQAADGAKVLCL
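GALK at 5 nM final was combined with compound, 35 uM ATP and 100 uM galactose in HEPES pH8.0 with MgCl2 and DTT. The reaction ran one hour at room temperature before luminescent ATP detection.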
TSHR antagonist: blocks TSH signaling through the human TSH receptor; P16473; TSHR-expressing cells, TSH-stimulated cAMP HTRF, 2 h; hits give low values; activity change, negative = inhibition, % at 11.5 µM; actives 0.2% (n = 330,000); AID 504810;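 active = activity change below a set negative limit, meaning inhibition stronger than a set level, cut at about -70% in these data; inconclusive = activity change between two set negative limits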; also: % is scaled to controls: 0 for no effect and ±100 for the full control effect
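Inhibition of cAMP made by TSHR-expressing cells under TSH stimulation (4nM final, EC80; 2 h, 37 deg C) is quantified with a one-step lysis HTRF kit, anti-cAMP cryptate versus cAMP-d2.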
TCR activator: activates T cell receptor signaling | primary human leukocytes, anti-CD3, IL-2 HTRF, 48 h | Potency, µM (highest dose often 9.22 µM), inactives show at the top dose activation of IL-2 secretion, actives largely listed as activators | 330,000 tested, under 10 active | AID 504894; also: % of control where 0% means no effect
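Readout: HTRF IL-2, Eu-cryptate/d2 antibody pair, 320nm excitation, 665nm emission. Stimulus: a-CD3 beads, no co-stimulation. Cells: primary human leukocytes. Exposure: 48 hr with compound.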
KCNH2 WT inh: KCNH2 (human, wildtype) channel inhibition; AID 720551; U2OS, BacMam KCNH2, thallium flux FluxOr; hits give low values; actives 0.37% (n = 340,000); activity change, % at 1.84 µM;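 active = maximum activity change below -70%; inconclusive = maximum activity change between -70% and -50%; inactive = maximum activity change above -50%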; also: % is scaled to controls: 0 for no effect and ±100 for the full control effect
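U2OS cells transduced with wild-type KCNH2 virus are loaded with FluxOr dye for 45 min, and thallium flux is measured in kinetic reads before and after stimulation buffer. Rate constants are normalized to DMSO controls.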
FBPA coupling cs: inhibits coupling enzyme system, counter-screen for aldolase hits; actives 0.67% (n = 290,000); activity change, negative = inhibition, % at 58.2 µM, hits read low; coupling enzyme system counterscreen, AmpLite Red fluorescence; AID 2472; in the data active = activity change below about -30%; also: % is scaled to controls: 0 for no effect and ±100 for the full control effect
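Compounds tested against the coupling enzymes alone at 57.5 uM final; readout was AmpLite Red fluorescence (525/598 nm) after 20 min at RT.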
AT treatment: potential ataxia-telangiectasia treatments restoring KAP-1 phosphorylation; actives 0.19% (n = 320,000); AID 485349; […] A-T fibroblasts, KAP-1 phosphorylation AlphaLISA; neocarzinostatin DNA damage 30 min before lysis; Potency, µM (top dose mostly 57.5 µM), for inactives: at the top dose activation, usual class: activators; also: potency is read from the fitted curve at half-maximal effect; % of control where 0% means no effect; nearly all actives have a fitted effect of over 45% in size
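hTERT-immortalized A-T patient fibroblasts ([…]), 500 cells/well in OPTI-MEM, 1% FBS, got compounds for 60 min, then NCS for 30 min at 37C. Lysates were then assayed for phospho-KAP-1 by AlphaLISA (anti-pKAP1 donor, anti-KAP1 acceptor beads), 6 hr at 25C.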
BCR signal inh: chronic active BCR signaling inhibition | ABC-DLBCL IkBa-CBG/CBR reporter, luminescence ratio, 4 h | Potency, µM (doses to about 46.1 µM), for inactives: at the top dose ratio change, negative = lower green/red ratio, most hits filed as inhibitors | actives 0.05% (n = 340,000) | AID 493014; active = well fitted inhibition curve with a large enough effect in the signal ratio, with a control signal flat, not every such curve was filed as active; inconclusive = small, poorly fitted or top-dose-only effect, or effect the other way, or a change in a side signal; the % refers to the signal ratio;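 also: potency is read from the fitted curve at half-maximal effect; plate controls were basal doxycycline-induced cells for no effect and cells given 10 µM MG132 for full effect; MG132 reads +100%, hits lower the ratio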
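Cell line TMD8 (human ABC DLBCL), stably expressing tet-inducible CBG68-IkBa fusion and CBR; IMDM/0.5% FBS; cpd up to 46 uM; dox induction, 4 h, 37C/5% CO2; dual luminescence; green/red ratio; MG132 control.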
MLL CXXC-DNA inh: inhibitors of human MLL CXXC domain-DNA interaction. Q03164. MLL-CXXC / FITC-HOXA9 DNA fluorescence polarization. Potency, µM (titrated, usually from 115 µM), for the others: top-dose activity change, negative = inhibition, actives largely listed as inhibitors. actives 0.037% (n = 290,000). AID 2662; active = well fitted inhibition curve with a large enough effect in the polarisation, with a control signal flat, not every such curve was filed as active; inconclusive = small, poorly fitted or top-dose-only effect, or effect the other way, or a change in a side signal; inactive = no such curve, though single readings can be large or run the other way; the % refers to the polarisation; also: potency is read from the fitted curve at half-maximal effect
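Fluorescence polarization: 7 uM MLL-CXXC (stock) preincubated 5 min with compounds, then 50 nM fluorescein-HOX-A9 DNA (stock) added; 30 min ambient. Buffer 50 mM Tris-HCl pH 7.5, 50 mM NaCl, 1 mM DTT, 0.05% BSA.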
Tb PFK block: blocks T. brucei phosphofructokinase. O15648. T. brucei PFK, ADP-Glo luminescence. Potency, µM (highest dose often 57.5 µM), inactives show at the top dose activity, negative = inhibition, usual class: inhibitors. actives 0.17% (n = 330,000);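 also: potency is read from the fitted curve at half-maximal effect; 0% = uninhibited 1x PFK enzyme wells and -100% = no-enzyme wells; nearly all actives have a fitted effect of over 60% in size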
Target sequence (O15648 whole entry, looked up): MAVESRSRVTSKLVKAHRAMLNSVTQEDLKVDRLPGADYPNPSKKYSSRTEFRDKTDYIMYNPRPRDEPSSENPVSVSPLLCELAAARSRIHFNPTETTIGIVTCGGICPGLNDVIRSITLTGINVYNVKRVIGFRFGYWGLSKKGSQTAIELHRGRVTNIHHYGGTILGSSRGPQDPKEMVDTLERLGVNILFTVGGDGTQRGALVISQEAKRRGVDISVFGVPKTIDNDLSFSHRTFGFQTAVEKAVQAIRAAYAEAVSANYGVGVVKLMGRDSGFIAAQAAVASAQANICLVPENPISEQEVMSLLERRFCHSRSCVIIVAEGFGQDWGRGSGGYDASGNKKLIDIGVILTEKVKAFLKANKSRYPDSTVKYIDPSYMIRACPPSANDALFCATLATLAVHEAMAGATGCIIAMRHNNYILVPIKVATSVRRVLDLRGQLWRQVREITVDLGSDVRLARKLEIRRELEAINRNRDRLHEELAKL
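Activity is normalized to no-enzyme wells (full inhibition) and 1.25 nM enzyme wells (no inhibition). Reaction: 0.5 mM F6P, 0.1 mM ATP, 45 min RT, ADP-Glo luminescence; concentration-response curves fitted and classed by quality.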
* = called active by the depositor; u = inconclusive; x = not tested or not shown; [ ] = dose if it differs, or a comment. Unless noted, calls follow the shape of the dose curve; as a rule, active = well fitted curve in the direction sought with a large enough effect; inconclusive = small, poorly fitted or top-dose-only effect, or another doubt; inactive = no such curve, though single readings can be large; an effect the other way counts as inactive or inconclusive.

SMILES	Giardia killer	GALK inh	TSHR antagonist	TCR activator	KCNH2 WT inh	FBPA coupling cs	AT treatment	BCR signal inh	MLL CXXC-DNA inh	Tb PFK block
COc1ccc(/C=C2\CCCC3C2=NN(C(=O)CSc2ncn[nH]2)C3c2ccc(OC)cc2)cc1 (stereo not drawn)	-5	0%	-7	6%[46.1 µM]	4	-3	2%	-9%	13%	0%
CCc1ccc(OC(C)c2nnc(SCC(=O)Nc3ncccc3C)n2C)cc1 (stereo not drawn)	6	x	10	-8%[46.1 µM]	1	4	-7%	9%	-2%	-10%
CN(C(=O)COC(=O)CCC(=O)c1ccc(F)cc1)C1CCCCC1	-13	x	-1	-3%[46.1 µM]	-7	x	8%	0%	x	3%
CC(C)(C)C(CN1CCCC1)OC(=O)c1ccccc1 (stereo not drawn)	-6	14%	1	4%	-6	2	-1%	0%	u	0%
O=S(=O)(c1ccc(S(=O)(=O)N(Cc2ccc(F)cc2)C2CCCC2)cc1)N1CCCC1	4	3%	-1	9%	7	3	6%	1%	-4%	-1%
Cc1cc(C)n(C(=O)c2ccc(S(=O)(=O)N3CCCC3)cc2)n1	-4	-7%	12	1%	11	1	8%	7%	-3%	-2%
COc1ccc(OC)c(C(=O)c2ccc(C(=O)Nc3ccc4ccccc4c3)cc2)c1	1	-3%	-10	-2%[46.1 µM]	-7	0	0%	-12%	-1%	-6%
CCC(C(=O)N1CCN(C(=O)c2ccco2)CC1)c1ccccc1 (stereo not drawn)	-10	1%	7	x	-12	3	2%	-2%	9%	-2%
CSCC[C@H](NC(=O)N1CCn2c1nc1ccccc12)C(=O)NCc1ccco1	4	-3%	0	2%	10	0	7%	-12%	0%	-15%
O=C1NC(c2cccc(Br)c2)=N/C1=C\c1ccco1	-11	1%	6	14%[46.1 µM]	8	-22	-3%	u	6%	-13%
Cc1cc(C)cc(NC(=O)COC(=O)c2cc(C)oc2C)c1	8	14%	8	-2%	-14	0	4%	-1%	3%	2%
CCCc1nnc(NC(=O)CCC(=O)N2CCN(c3ccccc3)CC2)s1	0	-8%	20	6%	4	x	10%	-13%	5%	1%
O=C(C[N+]1(CC#Cc2ccccc2)CCOCC1)c1ccc(Cl)cc1	-2	-4%	4	-1%	-1	3	1%	3%	-3%	0%
CCOC(=O)C1CCCN(S(=O)(=O)c2cc(OCC(=O)NC3CCCCC3)c(C)cc2Cl)C1 (stereo not drawn)	-6	0%	-34	-1%	0	4	x	1%	0%	4%
Cc1cc(C)n2nc(SCC(=O)NC3CCCC(C)C3C)nc2n1 (stereo not drawn)	-8	10%	15	-4%	-9	-4	6%	1%	-2%	0%
CCN(CC(=O)Nc1ccc(OC)cc1)C(=O)c1ccc(Cl)c(S(=O)(=O)N2CCCC2)c1	-9	x	41	-4%	4	x	1%	5%	x	-3%
Cc1nc(-c2ccc(F)cc2)c(CC(=O)N(C)CC(=O)Nc2ccccc2Br)s1	-4	x	3	-1%	-2	x	1%	-17%	x	7%
CCOC(=O)N1CCN(CC(=O)Nc2cc(OC)c(OC)cc2C#N)CC1	4	5%	-4	-1%	2	-2	-2%	u	5%	0%
CCNc1nc(NCC)nc(N/N=C/c2ccc(O)c(OC)c2)n1	-19	0%	-11	0%	-2	0	0%	u	-5%	-2%
COc1ccc(NC(=O)c2oc3ccccc3c2NC(=O)C2CC2)cc1	-5	-1%	3	0%	-4	-2	4%	u	-4%	-2%[0.46 µM]
O=C(NCC1CCCO1)C(=O)N/N=C/c1ccccc1C(=O)O (stereo not drawn)	-10	0%	0	-1%	0	4	5%	u	0%	2%
CC(=O)c1ccc(N(CC(=O)NCCc2ccccc2)C(=O)c2csnn2)cc1	10	10%	7	-3%	-5	3	1%	1%	-3%	-4%
O=[N+]([O-])c1cc(C=Nc2ccc3ccccc3c2)ccc1Br	0	2%	1	5%[46.1 µM]	3	-5	-6%	16%	5%	6%
C/C(=N\OC(=O)c1cccc(C(F)(F)F)c1)c1sc(-c2ccccc2)nc1C	10	0%	-7	-2%	-6	4	-12%	14%	-1%	-1%
Cc1ccc(OC(=O)c2cncc(Br)c2)c(C)c1	-9	4%	-5	x	-3	1	3%	0%	0%	0%
SMILES	Giardia killer	GALK inh	TSHR antagonist	TCR activator	KCNH2 WT inh	FBPA coupling cs	AT treatment	BCR signal inh	MLL CXXC-DNA inh	Tb PFK block
COc1ccccc1CNC(=O)CCc1nc2ccccc2c(=O)[nH]1	-8	-1%	9	2%	-4	1	0%	3%	-1%	2%
COc1ccc(OCC(=O)Nc2ccc(Cl)cc2)cc1	-23	2%	27	-1%	-2	-3	5%	1%	-4%	-9%
O=C(Cc1cccs1)NCc1ccncc1	-2	1%	9	-2%	-9	-1	-1%	11%	-4%	-9%
NC(=S)N/N=C/C=C/c1ccccc1	-1	x	5	2%[46.1 µM]	4	-2	-3%	u	1%	1%
COC(=O)Cn1c(=NC(=O)C(C)C)sc2c(C)cc(C)cc21	26	0%	1	6%	12	-1	6%	-3%	9%	-2%
O=C(Cn1nc(-c2ccccc2)ccc1=O)NCCCN1CCOCC1	-7	-1%	-1	5%	6	0	-2%	u	-12%	0%
COc1ccc(Cn2c(C)nc3oc4cc(OC)ccc4c(=O)c3c2=O)cc1	1	-1%	-9	5%	23	1	8%	1%	2%	-2%
O=C(C1CCCN(Cc2ccccc2)C1)N1CCc2ccccc2C1 (stereo not drawn)	23	2%	12	0%	62	1	-1%	11%	28%	-2%
CC1(C)CC=C(NNC(=O)c2cccnc2)C(=O)C1	17	1%	2	-5%	0	-4	2%	-2%	-3%	-4%
COc1ccc(N2CCN(CCNC(=O)Nc3ccc([N+](=O)[O-])cc3OC)CC2)cc1	-17	x	-3	10%	7	-3	-11%	-16%	13%	1%
Cc1cccc2c(=O)cc(C)n(CC(N)=O)c12	-5	-2%	19	0%	2	-14	9%	3%	-7%	-19%
C=CCSc1nc2sc3c(c2c(=O)[nH]1)CCC3	31[activator]	1%	5	-1%	-4	-1	-5%	4%	-20%	-10%
N#C/C(=C/Nc1ccccc1)c1ccsc1	-1	1%	x	5%	4	-4	x	x	4%	x
COc1ccc(NC(=S)NCCCc2ccccc2)cc1	-2	2%	5	-3%[46.1 µM]	x	2	-11%	-7%	1%	-5%
Cc1ccc(C(=O)NC(=S)NCC2CCCO2)cc1 (stereo not drawn)	-3	x	-7	-7%	1	3	3%	0%	6%	3%
N#C/C(C(=O)NCc1ccccc1)=C1/SC(Cc2ccc(Cl)cc2)C(=O)N1c1ccccc1 (stereo not drawn)	11	x	-1	0%	x	-2	-5%	5%	-6%	1%
N#Cc1cc(C(=O)c2cc(F)ccc2O)cn(Cc2ccccc2)c1=O	-8	-1%	-12	1%	x	3	-1%	-1%	8%	-5%
COc1ccc(/C=N/O)cc1COc1ccc(NC(C)=O)cc1	25	-1%	-13	1%[46.1 µM]	-6	-2	1%	u	-5%	-5%
Cc1cc(/C=N/NC(=O)c2ccncc2)c(C)n1-c1cccc(C(F)(F)F)c1	7	-2%	7	-6%	1	-10	20%	-14%	27%	4%
COc1cccc(C(=O)NC(c2ccccc2)C2CCCC2)c1 (stereo not drawn)	10	10%	-8	0%	-11	0	2%	6%	11%	2%
CCCCC(=O)OCc1nc2ccccc2s1	10	14%	24	-2%	-8	5	5%	4%	-2%	-1%
CCOc1cc(NC(=O)c2cccs2)c(OCC)cc1NC(=O)CCC(=O)NCC1CCCO1 (stereo not drawn)	13	1%	-3	7%	-8	0	0%	6%	0%	-1%
Cc1no[n+]([O-])c1COc1cccc(/C=C2\N=C(c3ccccc3)OC2=O)c1	-7	-2%	6	4%[46.1 µM]	17	5	-1%	-2%	11%	-10%
CCOC(=O)c1nc(C)sc1-c1ccnn1S(=O)(=O)c1ccc(C)cc1	12	x	-78*	0%	-2	1	3%	-1%	-4%	3%
COc1ccccc1CCc1nnc(CCC(=O)NC(C)Cc2cccnc2)o1 (stereo not drawn)	1	4%	11	5%	1	3	-6%	-10%	-15%	-7%
Cc1cc(C)c(C)c(S(=O)(=O)N2CCN(C(=S)NCC3CCCO3)CC2)c1C (stereo not drawn)	4	-2%	-7	-6%	3	0	-4%	u	-5%	-1%
CCOc1ccc(S(=O)(=O)n2ccnc2C)cc1	x	-5%	-3	x	x	2	-1%	u	7%	1%

In the list so far, these have an NH in an aromatic ring:
SMILES	Giardia killer	GALK inh	TSHR antagonist	TCR activator	KCNH2 WT inh	FBPA coupling cs	AT treatment	BCR signal inh	MLL CXXC-DNA inh	Tb PFK block
COc1ccc(/C=C2\CCCC3C2=NN(C(=O)CSc2ncn[nH]2)C3c2ccc(OC)cc2)cc1 (stereo not drawn)	-5	0%	-7	6%[46.1 µM]	4	-3	2%	-9%	13%	0%
COc1ccccc1CNC(=O)CCc1nc2ccccc2c(=O)[nH]1	-8	-1%	9	2%	-4	1	0%	3%	-1%	2%
C=CCSc1nc2sc3c(c2c(=O)[nH]1)CCC3	31[activator]	1%	5	-1%	-4	-1	-5%	4%	-20%	-10%
